# Screens from PubChem BioAssay.
# Tat transport – blocks Tat-dependent protein export in E. coli | E. coli MC4100 TorA-mCherry Tat export, fluorescence | inhibition, % at 10 µM | 340,000 tested, 0.036% active;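 active means mean replicate inhibition at least 50% and at least half of replicates individually reaching 50%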;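 further: exported cargo escapes ClpAP degradation while cytoplasmic cargo is degraded and loses fluorescence; 0% = median of neutral control wells and 100% = median of NaSCN control wells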
# OPRM1-OPRD1 ag – OPRM1-OPRD1 heterodimerization agonism. cells, luminescence. activation, % at 9.3 µM. AID 504326. P35372+P41143. 340,000 tested, 0.3% active; in the data active means activation above about 18%;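 further: 0% = vehicle-treated cells and 100% = reference agonist; values of inactives mirror those of a sister screen read the other way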
# OPRM1-OPRD1 inv – inverse agonists of human mu-delta opioid receptor heterodimerization | P35372+P41143 | 340,000 tested, 0.21% active | AID 504357 | cell-based MOR-DOR heterodimer luminescence, inverse agonism | inhibition, % at 9.3 µM; in the data active means inhibition above about 22%, passing the limit was not always enough;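 further: 0% = cells with DMSO and 100% = wells without cells with DMSO; values of inactives mirror those of a sister screen read the other way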
# PfHsp90 set2 – inhibits growth of yeast expressing Plasmodium falciparum Hsp90. S. cerevisiae expressing PfHsp90, BacTiter-Glo ATP, 48 h; yeast lacking PDR1 and PDR3 efflux regulators. inhibition, % at 9.4 µM. 310,000 tested, 0.32% active;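 active means every replicate shows inhibition above about 80%, whatever the replicate mean, limit read from the data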;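 further: 0% = DMSO neutral controls and 100% = 20 µM radicicol positive controls; yeast relying on Plasmodium falciparum Hsp90 in place of its own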
# PKA-R2B act – activates the human PKA-R2B holoenzyme complex; PKA-R2B holoenzyme dissociation, Cy5-IP20 fluorescence polarization; R2B truncated from residue 108, S112A mutant; 0% DMSO only, 100% 113 µM cGMP; activation, % at 11.4 µM; 340,000 tested, 0.079% active; AID 504700;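 active means activation above a cutoff set at the mean over all compounds plus 3 SD, cut at about 18% in these data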;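 further: higher means more holoenzyme dissociation and a rise in polarization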
# Target sequence (P31323 whole entry, looked up, other chains not shown, the tested form may be a part): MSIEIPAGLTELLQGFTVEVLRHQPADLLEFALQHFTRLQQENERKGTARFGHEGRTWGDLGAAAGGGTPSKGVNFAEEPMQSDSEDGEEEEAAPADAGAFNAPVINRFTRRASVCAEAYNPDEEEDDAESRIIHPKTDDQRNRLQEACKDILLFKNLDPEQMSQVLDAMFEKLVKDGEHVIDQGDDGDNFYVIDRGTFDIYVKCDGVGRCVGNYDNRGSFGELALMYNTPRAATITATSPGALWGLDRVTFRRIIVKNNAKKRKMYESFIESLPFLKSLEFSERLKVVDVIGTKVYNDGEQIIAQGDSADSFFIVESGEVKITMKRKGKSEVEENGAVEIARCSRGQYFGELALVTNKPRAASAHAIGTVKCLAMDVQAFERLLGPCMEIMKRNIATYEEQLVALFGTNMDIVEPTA
# PKA-R1A act – activators of PKA-R1A complex; P00514+P68181; PKA-R1A dissociation, Cy5-IP20 fluorescence polarization; scaled: DMSO 0%, 113 µM cGMP 100%; activation, % at 11.4 µM; 340,000 tested, 0.083% active;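 active means percent activation above the mean of all tested compounds plus 3 SD, cut at about 19% in these data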;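 further: higher means more PKAc released from R1A so a rise in polarization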
# E coli growth – counter-screen for AddAB inhibitors: E. coli growth inhibition; 330,000 tested, 0.27% active; inhibition, % at 11.9 µM; E. coli V3065 growth, OD600 absorbance, 18 h;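 active means inhibition above the campaign's mean inhibition across all tested compounds plus 3 SD, cut at about 9.9% in these data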;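 further: uninfected addAB+ strain grown without phage in ampicillin broth; 0% = DMSO wells and 100% = ciprofloxacin 0.95 µg/ml wells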
# Mot1-301 SUMO – blocks SUMOylation pathway, rescuing yeast Mot1-301 growth. S. cerevisiae Mot1-301 growth rescue, ATP luminescence, 38.5C; percent above DMSO median, 100 means doubled. growth rescue, % at 18.8 µM. 320,000 tested, 1% active;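 active means every valid replicate shows activation above 250% relative to neutral control wells; inactive means the rest, any valid replicate at or below 250%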;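 further: OY570 slx delta 5 strain wells were the positive control but not used for scaling; some compounds called inactive have numbers as strong as hits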
# phage Ecoli inh – E. coli growth loss with phage present; growth absorbance; 360,000 tested, 0.26% active; inhibition, % at 11.9 µM; in the data active means inhibition above about 11%
# AddAB inh – less growth of phage-infected E. coli with AddAB; inhibition, % at 11.9 µM; E. coli expressing H. pylori AddAB, absorbance growth; 330,000 tested, 0.29% active; in the data active means inhibition above about 12%;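 further: 0% = vehicle wells of infected cells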
# HTR5A inv ag – HTR5A inverse agonism, opioid heterodimer counter-screen. HTR5A cell line, luminescence. inhibition, % at 9.3 µM. P47898. AID 504634. 340,000 tested, 0.083% active; in the data active means inhibition mostly above about 23%, no sharp cut-off; inactive means mostly below about 18%;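 further: 0% = cells with DMSO and 100% = no-cell wells with DMSO; some compounds called inactive have numbers as strong as hits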
# Target sequence (P47898 whole entry, looked up): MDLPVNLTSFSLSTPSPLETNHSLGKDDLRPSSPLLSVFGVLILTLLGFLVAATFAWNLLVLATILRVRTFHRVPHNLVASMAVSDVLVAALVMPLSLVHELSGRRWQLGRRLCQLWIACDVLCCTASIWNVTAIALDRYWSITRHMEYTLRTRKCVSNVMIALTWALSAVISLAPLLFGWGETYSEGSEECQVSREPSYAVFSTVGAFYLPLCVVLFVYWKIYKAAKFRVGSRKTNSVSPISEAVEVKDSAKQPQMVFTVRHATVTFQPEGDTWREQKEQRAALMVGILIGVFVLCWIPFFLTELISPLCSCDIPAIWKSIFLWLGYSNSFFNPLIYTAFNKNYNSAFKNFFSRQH
# An asterisk follows results filed as active; / = not tested or not shown.
SMILES,Tat transport,OPRM1-OPRD1 ag,OPRM1-OPRD1 inv,PfHsp90 set2,PKA-R2B act,PKA-R1A act,E coli growth,Mot1-301 SUMO,phage Ecoli inh,AddAB inh,HTR5A inv ag
O=C(O)c1cccc(Nc2nc3ccccc3nc2NS(=O)(=O)c2cccs2)c1,1,-2.0,10,14,-15,-7,-1.8,1,1.3,0.8,5
CC(=O)N[C@H]1[C@H](Oc2ccc3c(c2)CCC2C3CC[C@]3(C)C(=O)CCC23)O[C@H](CO)[C@@H](O)[C@@H]1O (stereo partly specified),-3,-2.4,11,8,-5,0,-1.8,-5,0.2,-2.9,-9
C[C@H]1COC(=O)[C@H](Cc2ccc(F)cc2)CC/C=C/C[C@@H](CC(=O)N[C@@H](CO)Cc2ccccc2)C(=O)N1,4,-1.7,10,12,-6,7,-1.2,-4,0.3,0.7,-14
Cc1cccc(/C=C(\C(=O)C(=O)O)c2ccc3ccccc3n2)c1,-4,-5.6,26,-44,-6,-3,1.6,-13,3.3,3.6,23
COc1ccc(CCNC(=O)CNC(=O)Cn2ccc3ccccc3c2=O)cc1OC,-7,-3.0,15,-10,-17,-2,-0.7,16,2.6,-2.2,0
COc1cc(C(=O)NCCc2ccccc2)ccc1OCC(=O)N1CCOCC1,1,-1.1,4,-9,10,5,0.0,-13,1.9,-0.5,-6
c1ccc(N2CCOCCOCCOCCOCC2)cc1,1,1.3,-6,8,6,-9,0.7,-13,2.4,0.7,-11
CCCn1c(=O)c2ccccc2n2c(SCc3nc4ccccc4s3)nnc12,0,-0.7,4,14,-1,-3,0.1,-5,-1.2,-0.3,-7
CCCC(=O)Nc1ccc(N2CCN(C(=O)c3cc4ccccc4o3)CC2)cc1,-13,-0.6,4,13,-6,2,1.1,10,1.0,0.9,6
O=C(NC(=O)c1ccccc1Cl)Nc1ccc(-c2cnco2)cc1,7,1.0,-5,5,11,-4,-2.5,-2,3.1,0.8,-5
CC(C)C(=O)NC(=O)COC(=O)/C=C/c1cccs1,-4,-0.7,4,32,9,1,-0.5,21,2.6,1.2,-1
COc1cccc(C(=O)NCC(=O)NCc2cc(=O)n(C)c(=O)n2C)c1,1,-0.8,4,-14,-5,7,-0.9,2,1.6,1.2,15
CCOC(=O)Cc1nn(C)c(=O)c2ccccc12,2,-0.9,5,1,-15,10,1.1,-9,1.7,1.8,-3
CNC(=O)c1ccsc1NC(=O)CN1C(=O)CCC1=O,-7,-3.7,19,-2,-15,-7,0.2,-6,-0.1,-3.0,-5
O=C(CSc1ccc(Cl)cc1)Nc1cccc(-c2nnc(-c3ccco3)o2)c1,-6,7.5,-42,6,3,-5,0.7,10,1.3,2.3,6
CCc1c(O)c(/C(C)=N\O)c(=O)n(-c2ccccc2)c1-c1ccccc1,3,-3.2,17,12,-14,-3,1.2,-14,4.3,1.1,-19
O=C(Nc1ccc2c(c1)OCCO2)C1CCN(C(=O)c2ccc([N+](=O)[O-])cc2)CC1,1,-0.9,6,6,0,0,-0.3,-17,4.3,5.2,-36
Oc1ccc(-n2cccc2/C=N/n2cnnc2)cc1,-5,-1.9,11,-38,-12,-2,1.4,1,4.8,-0.4,-3
CCC(=O)c1ccc(OCC(=O)OCC(=O)N(CCC#N)c2ccc3c(c2)OCCO3)cc1,5,9.7,-49,/,-2,-8,-0.2,-20,1.1,-1.5,3
O=C(c1ccc2c(c1)OCO2)N1CCC2(CC1)Oc1ccc(Cl)cc1C(=O)C21CC(c2ccccc2)=NO1 (stereo unspecified),-12,1.1,-6,3,-8,-2,-1.4,-24,0.0,-0.4,2
CSc1ccc(S(=O)(=O)Nc2ccc(NC(C)=O)cc2)cc1,-4,-2.2,9,26,-4,-4,0.9,32,2.1,2.7,6
Cc1ccc(NC(=O)CCC(=O)N/N=C/c2cccs2)cc1C,-13,-2.5,12,7,-2,2,0.3,12,3.0,8.8,12
CCCCNc1cc(=O)oc2ccccc12,9,-1.2,6,14,-16,-8,1.3,7,0.0,-0.2,-11
Cc1csc(=O)n1CC(=O)OCc1nnc(-c2ccc(Cl)cc2)o1,6,-0.4,2,/,-8,-5,0.9,-13,3.2,1.0,18
O=C(NCc1ccco1)C12CN(Cc3ccccc3)CC1C(c1ccc([N+](=O)[O-])cc1)=NO2 (stereo unspecified),0,0.0,0,-3,1,16,-1.9,59,-0.2,-0.5,-28

# Complete entries, quoted from the list. Order of values: Tat transport	OPRM1-OPRD1 ag	OPRM1-OPRD1 inv	PfHsp90 set2	PKA-R2B act	PKA-R1A act	E coli growth	Mot1-301 SUMO	phage Ecoli inh	AddAB inh	HTR5A inv ag
# CCOC(=O)Cc1nn(C)c(=O)c2ccccc12 in the list: 2	-0.9	5	1	-15	10	1.1	-9	1.7	1.8	-3
# Cc1cccc(/C=C(\C(=O)C(=O)O)c2ccc3ccccc3n2)c1 in the list: -4	-5.6	26	-44	-6	-3	1.6	-13	3.3	3.6	23
# CCC(=O)c1ccc(OCC(=O)OCC(=O)N(CCC#N)c2ccc3c(c2)OCCO3)cc1 in the list: 5	9.7	-49	/	-2	-8	-0.2	-20	1.1	-1.5	3
# O=C(CSc1ccc(Cl)cc1)Nc1cccc(-c2nnc(-c3ccco3)o2)c1 in the list: -6	7.5	-42	6	3	-5	0.7	10	1.3	2.3	6

# Back to the main list, starting 3 compounds before the break.
SMILES,Tat transport,OPRM1-OPRD1 ag,OPRM1-OPRD1 inv,PfHsp90 set2,PKA-R2B act,PKA-R1A act,E coli growth,Mot1-301 SUMO,phage Ecoli inh,AddAB inh,HTR5A inv ag
CCCCNc1cc(=O)oc2ccccc12,9,-1.2,6,14,-16,-8,1.3,7,0.0,-0.2,-11
Cc1csc(=O)n1CC(=O)OCc1nnc(-c2ccc(Cl)cc2)o1,6,-0.4,2,/,-8,-5,0.9,-13,3.2,1.0,18
O=C(NCc1ccco1)C12CN(Cc3ccccc3)CC1C(c1ccc([N+](=O)[O-])cc1)=NO2 (stereo unspecified),0,0.0,0,-3,1,16,-1.9,59,-0.2,-0.5,-28
CCOC(=O)N1CCC(NC(=O)c2oc3c(F)cccc3c2C)CC1,-1,-2.2,12,12,-6,0,1.2,-7,0.2,6.0,-10
Cc1ccc(C(=O)N/C(=C/c2cccs2)C(=O)NCc2ccco2)cc1,1,-1.8,9,-21,-11,1,0.1,8,3.9,-0.2,-22
CC(=O)N1CCN(S(=O)(=O)c2cccc(C(=O)NNC(=O)Cn3nc(C)cc3C)c2)CC1,-3,-0.8,3,10,2,5,0.2,10,2.0,1.7,-7
CCOC(=O)c1ccccc1NC(=O)c1ccccc1NS(C)(=O)=O,2,-2.3,10,-11,4,-15,0.8,13,1.9,3.9,1
Cc1cccc2cc(CN(Cc3ccco3)C(=O)c3ccco3)c(=O)[nH]c12,1,-2.5,13,-7,-4,-4,0.6,-11,-2.2,1.7,-11
CC(OC(=O)c1ccc(NS(=O)(=O)c2ccc3[nH]c(=O)[nH]c3c2)cc1)C(=O)Nc1ccc(Cl)cc1 (stereo unspecified),-1,-0.7,4,-8,-12,10,-1.6,/,-0.6,0.1,-18
Cc1cc(=O)[nH]c2ccc(S(=O)(=O)Nc3ccc(O)cc3)cc12,0,-1.1,6,14,6,-2,1.4,-9,3.6,0.4,1
CCOc1ccc(N2CC(C(=O)Nc3ccc(F)cc3F)CC2=O)cc1 (stereo unspecified),-1,-1.0,6,-47,1,-15,-1.2,-19,3.2,0.1,4
COc1cccc(OCc2cc(C(=O)N3CCN(c4ccccc4OC)CC3)no2)c1,2,0.7,-4,15,-3,-1,1.1,0,-0.1,-0.3,-11
Cc1cc(C(=O)CSc2nnc(-c3ccco3)o2)c(C)n1-c1ccc2c(c1)OCCO2,0,-0.1,0,30,1,0,3.8,-8,1.0,5.6,-10
COc1cc(OC)c(OC)cc1/C=N/Nc1ncnc2c1[nH]c1ccccc12,-7,2.2,-12,11,-4,-1,3.1,-6,4.1,2.5,-9
Cc1c(C)c2ccc(OCC(=O)N3CCC[C@@H]3C(=O)O)c(C)c2oc1=O,0,-2.5,14,1,0,6,1.5,3,-1.2,1.9,-4
Cc1cc(C(=O)NCCCOC(C)C)c2ccccc2n1,7,-2.5,13,14,3,-5,0.3,2,2.6,1.8,-21
COc1ccc(CCNC(=O)[C@H](C)NC(=O)[C@@H]2CSC3c4ccccc4C(=O)N32)cc1 (stereo partly specified),-5,-3.4,17,-4,-17,-8,-2.8,10,0.5,2.4,-7
COc1ccc(C(=O)C2CCCN(Cc3ccc4nonc4c3)C2)c(OC)c1 (stereo unspecified),-11,1.6,-8,/,-9,-3,0.3,3,0.8,3.8,-7
Cc1cc2c(SCC(=O)Nc3cccc(O)c3)ncnc2s1,-13,-2.8,15,-11,2,0,/,/,-0.3,/,-10
CCOc1ccc(C(=O)OC2CCN(C)CC2)cc1,-1,-1.4,6,10,13,8,0.0,12,1.9,1.9,1
O=C(OC(C(=O)NCc1cccs1)c1ccccc1F)c1ccco1 (stereo unspecified),-2,-1.8,10,/,-6,-7,-1.0,5,2.3,4.8,8
O=C(c1ccc2nc[nH]c2c1)N1CCc2ccccc2C1,4,-2.3,11,-14,3,5,0.9,8,1.5,0.8,-3
CCCCN=Cc1c(C)[nH]n(-c2ccccc2)c1=S,-1,-4.9,25,18,9,8,2.4,-2,1.8,0.8,20
COc1cccc(CN(C)C(=O)C2CC(=O)N(c3ccc4c(c3)OCCO4)C2)c1 (stereo unspecified),3,0.1,-1,/,-4,1,2.2,-13,0.0,3.6,-9
COc1ccc(/C(C)=N/NC(=O)CNC(=O)c2ccco2)cc1,9,2.0,-16,-15,0,-10,1.6,-3,0.4,3.2,-10
Cc1nc(N2CCOCC2)sc1C(=O)NN,-1,4.5,-21,/,2,-9,-1.6,-1,4.1,-2.4,5
CCN1C(=O)c2ccccc2S(=O)c2ccc(C(=O)N3CCN(C(=O)c4ccco4)CC3)cc21 (stereo unspecified),-1,-2.0,12,29,7,3,1.7,-12,3.0,1.0,-44
Cc1ccc(N2CC(C)Cn3c2nc2c3c(=O)n(CC(=O)OCc3ccccc3)c(=O)n2C)cc1C (stereo unspecified),1,-0.2,1,/,8,-13,-0.4,-2,2.3,0.6,-16
COC(=O)c1ccc(NC(=O)Cc2ccccc2)cc1,7,2.3,-13,/,-13,2,0.9,-4,4.0,5.6,-11
